From PubChem
All columns: NCI-60 one-dose screen, growth in % after 48 h at 10 µM unless noted; 100 = growth as untreated, 0 = no growth, -100 = all killed.
HT29 = HT29 colon cancer; 7.4% of 81,000 active
NCI-H460 = NCI-H460 lung cancer; 6.8% of 82,000 active
SW-620 = SW-620 colon cancer; 5.2% of 82,000 active; AID 1794795
NCI-H322M = NCI-H322M lung cancer. AID 1794733. 2.7% of 80,000 active
COLO 205 = COLO 205 colon cancer | 7.3% of 79,000 active | AID 1794742
KM12 = KM12 colon cancer cells. 5% of 82,000 active. AID 1794800
HCT-116 = HCT-116 colon cancer; AID 1794798; 7.3% of 82,000 active
HCT-15 = HCT-15 colon cancer. 5.2% of 82,000 active. AID 1794746
NCI-H226 = NCI-H226 lung cancer | AID 1794732 | 3.5% of 79,000 active
Active calls of the source: *; · = no result given; & = joins results of further samples. How the source made its calls: active means growth percent below 10; inactive means the rest.

SMILES	HT29	NCI-H460	SW-620	NCI-H322M	COLO 205	KM12	HCT-116	HCT-15	NCI-H226
O=C1Nc2ccc(Cl)cc2/C1=N/N=C/c1ccc(O[C@H]2O[C@@H](CO)[C@H](O)[C@H](O)[C@@H]2O)cc1	96	101	98	100	·	96	100	97	·
NC(N)=N/N=C/c1ccc(F)cc1	102	99	101	101	96	115	99	97	96
CC1(C)NC(=O)N(CN2C(=O)NC(C)(C)C2=O)C1=O	125	113	106	115	104	108	106	96	99
COc1cc(OC)c(S(N)(=O)=O)cc1C1=NN(C(N)=S)C(c2ccc(Cl)cc2)C1 (stereo not drawn)	86	103	102	104	114	98	89	87	96
COc1cc(Cn2nc(-c3cc(OC)c(OC)c(OC)c3)c3c2CCc2cnoc2-3)cc(OC)c1OC	92	98	91	86	·	95	93	80	101
COC(=O)[C@]1(C)CCC[C@]2(C)[C@H]3C[C@H]4C(C(C)C)=C[C@]3(CC[C@H]21)[C@H]1[C@@H]4[C@@H](OCCc2nn[nH]n2)CC[C@@H]1OCCc1nn[nH]n1	74	87	93	106	83	77	73	80	73
CCOC(=O)Cn1c(=O)sc2cc3ccccc3nc21	99	105	106	101	125	103	106	97	91
Nc1nc(Nc2ccc([N+](=O)[O-])cc2O)nc(C(Cl)(Cl)Cl)n1	106	90	54	97	107	50	71	53	90
NS(=O)(=O)c1ccc(N2N=C(c3ccc(-c4ccccc4)cc3)CCC2=O)cc1	106	84	98	104	114	93	73	108	89
COc1c(C)c2c(c(O)c1C/C=C(\C)CCC(=O)OCCN1CCOCC1)C(=O)OC2	1.2*	2.5*	20	33	38	28	14	15	50
N#C/C(C(=O)Nc1ccc(S(N)(=O)=O)cc1)=C1\C(=O)Nc2ccccc21	102	99	97	105	·	108	105	108	·
CC(=O)C1=C(O)C=C2Oc3c(C(=O)/C=C/c4c(Cl)cccc4Cl)c(O)c(C)c(O)c3[C@]2(C)C1=O	-18*	0.6*	5.4*	-26*	-59*	-12*	-27*	-50*	-41*
COc1cccc(-c2nc3sccn3c2-c2cccc(S(C)(=O)=O)c2)c1	118	106	104	·	114	109	104	95	90
COc1ccc2c(c1)CC1OCCc3cc(OC)c(OC)c-2c31 (stereo not drawn)	103	102	102	97	116	103	102	97	·
O=c1/c(=C\c2ccc(-c3ccccc3)o2)sc2nc(-c3ccco3)nn12	112	107	104	102	114	102	105	103	99
COc1ccc(-c2nnc(NC(=O)Nc3ccc(S(N)(=O)=O)cc3)s2)cc1	111	109	101	104	124	109	91	104	94
NS(=O)(=O)c1ccc(N=Nc2c(O)n(Cc3ccccc3)c3ccc(Br)cc23)cc1	98	80	93	93	103	97	76	94	67
Cc1c(C)n(Cc2ccc(F)cc2)c2ccc(C(=O)NCc3ccco3)cc12	108	99	98	98	119	104	91	99	·
COc1ccccc1NC(=O)COc1ccc(/C=C2/Oc3cc4occc4c(OC)c3C2=O)cc1OC	113	114	111	115	114	98	102	104	101
COc1ccc(Cn2c(NCCCN(C)C)nc(=O)n(Cc3ccc(F)cc3)c2=O)cc1	96	108	100	83	95	100	94	107	91
CS(=O)(=O)c1ccc(-n2nc(-c3ccc(Oc4ccccc4)cc3)c3ccccc3c2=O)cc1	96	96	98	93	98	99	84	89	94
Cc1ccc2nc(NC(=O)CSc3nc(Nc4ccccc4)c(C#N)c(-c4ccccc4)n3)sc2c1	85	84	88	90	99	93	87	80	82
N#C/C(=C1/C(=O)Nc2ccccc21)c1nnc(NC(=O)c2ccc(-n3c(=O)[nH]c4ccccc4c3=O)cc2)s1	27	7.0*	65	54	-0.2*	21	23	15	34
COCCOC(=O)C1=C(C)NC(=O)NC1c1ccc2c(c1)OCO2 (stereo not drawn)	102	105	97	107	102	102	107	101	98

Taken from above for reference:
SMILES	HT29	NCI-H460	SW-620	NCI-H322M	COLO 205	KM12	HCT-116	HCT-15	NCI-H226
CC(=O)C1=C(O)C=C2Oc3c(C(=O)/C=C/c4c(Cl)cccc4Cl)c(O)c(C)c(O)c3[C@]2(C)C1=O	-18*	0.6*	5.4*	-26*	-59*	-12*	-27*	-50*	-41*
COc1cccc(-c2nc3sccn3c2-c2cccc(S(C)(=O)=O)c2)c1	118	106	104	·	114	109	104	95	90

New compounds follow.
SMILES	HT29	NCI-H460	SW-620	NCI-H322M	COLO 205	KM12	HCT-116	HCT-15	NCI-H226
O=[N+]([O-])c1ccc(N=Nc2ccc(N(CCO)CCO)cc2)cc1	·	111	107	103	108	108	101	101	101
c1ccc(-c2cccc3ccccc23)cc1	105	109	102	105	105	101	95	109	93
CN(C)CCn1c2ccccc2c2nc3ccc([N+](=O)[O-])cc3nc21	-16*	4.9*	12	11	3.9*	1.6*	0.5*	4.6*	-21*
COC1(c2ccccc2)c2ccccc2C(=O)c2ccccc21	113	104	101	107	113	107	101	85	97
O=C(Cn1cc(CN2C(=O)c3ccccc3S2(=O)=O)nn1)Nc1cc(Cl)c(Cl)cc1Cl	106	106	97	91	98	92	94	105	93
COc1ccc(/C=C2\N=C(Nc3ccccc3)N(NC(=O)CCl)C2=O)cc1	111	102	101	110	118	104	99	96	96
CC(NC(C)c1ccccc1)c1ccccc1 (stereo not drawn)	101	103	103	104	100	105	102	99	85
CCCOS(=O)(=O)c1ccc(C)cc1	98	99	95	108	121	102	103	100	99
CC1=N/C(=C\c2ccc(C(C)C)cc2)C(=O)N1CCc1ccc(S(N)(=O)=O)cc1	105	114	108	97	119	106	108	101	89
O=S1(=O)NC2c3ccccc3C=CN2c2ccncc21 (stereo not drawn)	99	113	115	107	116	106	166	109	112
N#CC(C#N)=C(C#N)NCc1ccco1	88	104	99	111	114	99	85	100	98
C/C=C/[C@@H]1C=C[C@@H]2C[C@H](C)CC[C@H]2[C@]1(C)/C(O)=C1/C(=O)[C@H](CO)N(C)C1=O	62	55	52	62	78	47	61	39	69

Some of the entries so far, field by field.
> O=[N+]([O-])c1ccc(N=Nc2ccc(N(CCO)CCO)cc2)cc1
  HT29 = ·	NCI-H460 = 111	SW-620 = 107	NCI-H322M = 103	COLO 205 = 108	KM12 = 108	HCT-116 = 101	HCT-15 = 101	NCI-H226 = 101
> COC1(c2ccccc2)c2ccccc2C(=O)c2ccccc21
  HT29 = 113	NCI-H460 = 104	SW-620 = 101	NCI-H322M = 107	COLO 205 = 113	KM12 = 107	HCT-116 = 101	HCT-15 = 85	NCI-H226 = 97

(continued)
SMILES	HT29	NCI-H460	SW-620	NCI-H322M	COLO 205	KM12	HCT-116	HCT-15	NCI-H226
COc1cc(-c2nn(CN3CCN(S(=O)(=O)c4ccc(Cl)cc4)CC3)c(=S)o2)cc(OC)c1OC	102	96	94	106	114	98	92	100	92
COc1cc(OC)c(S(=O)(=O)NNC(=O)c2ccncc2)cc1C(=O)/C=C/c1ccc(C)cc1	95	63	75	62	99	55	9.8*	85	90
NC(N)=N/N=C(\C=C\c1ccccc1)C(=O)O	115	107	105	101	115	92	104	108	100
Cc1ccc(-n2cnc3c(=O)[nH]cnc32)cc1[N+](=O)[O-]	107	107	107	116	106	111	111	99	105
N#Cc1ccc([N+](=O)[O-])cc1OCCCN1CCCCC1	112	105	102	107	102	101	99	97	93
Nc1nnc(-c2ccc(Nc3nccc(Cl)n3)cc2)s1	89	107	97	93	119	94	102	104	82
c1cc(-c2nnc3n2CCc2sccc2-3)ccn1	92	102	101	103	109	105	102	104	100
Cc1nc(Nc2ccc(F)c(Cl)c2)sc1C(=O)O	3.5*	18	25	54	5.7*	-3.3*	8.0*	11	27
Cc1nn(-c2ccccc2)c(-n2ccnc2)c1/C=N/Nc1nc(-c2ccc(F)cc2)cs1	81	83	88	89	71	90	68	77	50
C[C@H]1[C@H]2[C@H]3CC[C@@H]4[C@@]5(C)C/C(=C/c6ccco6)C(=O)C(C)(C)[C@@H]5CC[C@@]4(C)[C@]3(C)CC[C@]23CO[C@]1(C)[C@@H](C(=O)/C=C\c1ccco1)C3	105	107	99	98	-6.8*	100	101	112	100
Clc1ccc(-c2ccc(OCCCN3CCN(c4ccncc4)CC3)cc2)cc1	-31*	-6.6*	-8.8*	91	-78*	61	-29*	-66*	62
CC1CN(CCNC(=O)n2cc(-c3ccncc3)c(-c3ccc(Cl)c(O)c3)n2)CC(C)O1 (stereo not drawn)	107	108	130	·	106	110	89	103	111

Single records, as listed above. Screens in order: HT29, NCI-H460, SW-620, NCI-H322M, COLO 205, KM12, HCT-116, HCT-15, NCI-H226
Entry for NC(N)=N/N=C(\C=C\c1ccccc1)C(=O)O : 115, 107, 105, 101, 115, 92, 104, 108, 100
Entry for CC1CN(CCNC(=O)n2cc(-c3ccncc3)c(-c3ccc(Cl)c(O)c3)n2)CC(C)O1 (stereo not drawn) : 107, 108, 130, ·, 106, 110, 89, 103, 111
Entry for Cc1ccc(-n2cnc3c(=O)[nH]cnc32)cc1[N+](=O)[O-] : 107, 107, 107, 116, 106, 111, 111, 99, 105
Entry for Cc1nn(-c2ccccc2)c(-n2ccnc2)c1/C=N/Nc1nc(-c2ccc(F)cc2)cs1 : 81, 83, 88, 89, 71, 90, 68, 77, 50
Entry for C[C@H]1[C@H]2[C@H]3CC[C@@H]4[C@@]5(C)C/C(=C/c6ccco6)C(=O)C(C)(C)[C@@H]5CC[C@@]4(C)[C@]3(C)CC[C@]23CO[C@]1(C)[C@@H](C(=O)/C=C\c1ccco1)C3 : 105, 107, 99, 98, -6.8*, 100, 101, 112, 100

Next section:
SMILES	HT29	NCI-H460	SW-620	NCI-H322M	COLO 205	KM12	HCT-116	HCT-15	NCI-H226
CCOC(=O)C(O)C(=O)OCc1ccc2ccccc2n1 (stereo not drawn)	98	105	97	96	108	101	104	102	91
C=CCN(C#N)CC=C	100	105	101	99	112	102	101	103	103
COc1ccc(-n2ncc3c2CCc2cc(S(=O)(=O)c4ccccc4)c(OC)nc2-3)cc1	44	70	83	91	86	80	56	48	69
CCNc1nnc2n(Cc3ccccc3)c(=O)c3c4c(sc3n12)CCCC4	88	68	45	105	88	69	44	41	82
CN(C)CCOC1(CC2CCCCC2)CCC(C(C)(C)C)CC1 (stereo not drawn)	21	70	70	91	70	88	72	44	64
COc1ccc(C(=O)CN(C=C(C#N)C#N)c2cccnc2)cc1	99	100	99	94	104	96	98	98	100
CCOC(=O)CNCc1ccccc1	104	101	100	106	101	102	92	99	96
Cc1ccccc1Nc1n[nH]c(=S)s1	120	109	105	107	122	110	106	112	112
c1ccc([C@H]2CN3CCSC3=N2)cc1	101	114	99	101	106	109	110	108	97
CC(=O)Nc1ccc2c(c1)C(=O)c1cccc(C(=O)O)c1-2	115	98	100	·	114	120	105	107	96
COc1cc(C2CC(=O)Nc3c(-c4ccc(Cl)cc4)nsc32)cc2c1OCO2 (stereo not drawn)	74	98	107	78	112	90	68	79	·
CCCCCCCCCCCCNC(=O)N[C@H](C(=O)N[C@H]1/C=C/OCCNC(=O)/C=C/[C@H](C(C)C)NC1=O)C(C)C	35	83	48	97	103	72	26	117	-3.0*
COc1ccc(C2NC(=O)NC(C)=C2C(=O)c2cnccn2)c(OC)c1 (stereo not drawn)	139	108	101	102	·	111	93	103	115
COC(=O)c1ccc2oc(NC(=O)c3ccc(N4CCOCC4)c([N+](=O)[O-])c3)nc2c1	96	105	100	93	·	102	93	107	91
Nc1nonc1-n1nncc1-c1ccc2c(c1)OCO2	97	109	109	115	102	109	103	109	·
COc1cc(/C=N/NC(=O)c2cn(C3CC3)c3cc(N4CCNCC4)c(F)cc3c2=O)ccc1O	102	105	98	94	127	100	97	103	81
Cc1c(C(=O)O)nnn1-c1nc(-c2ccccc2)cs1	94	92	97	102	120	100	90	107	99
COc1ccc(CCn2cnn3c(=O)c4ccccc4nc3c2=O)cc1OC	104&106	118&105	112&101	110&103	117&104	103&94	107&99	109&104	97&95
CN(C)c1ccc(/C=C/c2cc[n+](C)c(/C=C/c3ccc(N(C)C)cc3)c2)cc1	-7.8*	11	9.0*	-9.9*	-69*	-56*	9.4*	19	34
COc1ccc(-c2ccnc3c2c(-c2ccccc2)nn3-c2ccccc2)cc1	84	94	91	96	99	92	90	86	93
CC(=O)O[C@H]1[C@H](CC#CC#CC[C@@H]2C[C@]3(C)[C@H]4CC=C5[C@H]6[C@@H](C)[C@H](C)CC[C@]6(C(=O)NCCN(CCN)CCN)CC[C@@]5(C)[C@]4(C)CC[C@H]3C(C)(C)[C@H]2OC(C)=O)C[C@]2(C)[C@H]3CC=C4[C@H]5[C@@H](C)[C@H](C)CC[C@]5(C(=O)NCCN(CCN)CCN)CC[C@@]4(C)[C@]3(C)CC[C@H]2C1(C)C	58	80	64	63	78	86	76	27	70
Cc1cccc(N)n1	95	106	103	96	108	101	93	101	100
O=c1[nH]nnc2c1ncn2C1OC(CO)C(O)C1O (stereo not drawn)	50	33	63	71	34	61	52	67	·
O=C(CSc1nnc(-c2ccc(Br)cc2)n1-c1ccccc1)Nc1ccc(C(=O)/C=C/c2ccc(Cl)cc2)cc1	87	102	96	95	108	102	65	101	96
COc1ccc(/C=C2/SC(=O)N(c3nc(N4CCCC4)nc(N4CCCC4)n3)C2=O)cc1	·	97	109	98	114	105	88	93	91
COc1ccc(C(=O)c2ccccc2CN2C(=O)c3ccccc3C2=O)cc1	100	105	99	·	118	107	101	112	102
O=C1Nc2ccc(Br)cc2C1=Nc1ccc(O)cc1	111	106	99	99	109	106	101	100	95
O=C(O)/C=C\c1ccc(N=[N+]([O-])c2ccc(/C=C\C(=O)O)cc2)cc1	97	110	105	107	111	103	105	96	104
COC(OC)/C(=N\N(C)C)c1ccccc1	97	106	104	98	106	103	100	106	90
CC(C)(C)c1ccc(OC(=O)c2ccc([N+](=O)[O-])cc2)cc1	104	108	105	104	106	100	95	100	91
COc1c(F)ccc(C(=O)Nc2ccc3nc(NC(=O)C4CCCN(S(=O)(=O)c5cccc(Br)c5)C4)sc3c2)c1F (stereo not drawn)	86	80	94	94	86	79	68	81	88
N#Cc1ccccc1OCC(=O)Nc1nc2c(s1)COc1ccccc1-2	104	107	103	102	105	105	102	103	93
Cc1c(-c2csc3nncn23)no[n+]1[O-]	103	102	99	93	146	102	100	100	98
N#CC1(C#N)C(/C=C/c2ccccc2)OC23CCCCC2C1(C#N)C(=N)O3 (stereo not drawn)	108	109	110	99	110	113	102	101	91

No enrichment for hits (roughly 11% active in at least one column).
